LYP inhibition – inhibitors of LYP phosphatase, biochemical, fluorescence intensity, uHTS (AID 1779); actives 0.054% (n = 290,000); one-dose inhibition, % at 11.5 µM; IC50 in µM for titrated hits; recombinant LYP phosphatase, fluorescence intensity; higher % means a stronger effect; in the data active = inhibition above about 50%;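 note: plate controls were vehicle with enzyme for no effect and no enzyme for full effect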
NTR1 ag – NTR1-driven beta-arrestin-GFP spot formation – imaging, U2OS cells, high content, primary screen (AID 493036). actives 0.17% (n = 330,000). activation, % at 20 µM. agonist mode. P30989;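 active = activation at or above 40% of the spot to cytoplasm intensity ratio, with at least 20 cells analyzed; inconclusive = wells under 20 cells, flagged as cytotoxic or low count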;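 note: 0% = DMSO without peptide and 100% = 100 nM NTR1 peptide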
Target sequence (P30989 whole entry, looked up): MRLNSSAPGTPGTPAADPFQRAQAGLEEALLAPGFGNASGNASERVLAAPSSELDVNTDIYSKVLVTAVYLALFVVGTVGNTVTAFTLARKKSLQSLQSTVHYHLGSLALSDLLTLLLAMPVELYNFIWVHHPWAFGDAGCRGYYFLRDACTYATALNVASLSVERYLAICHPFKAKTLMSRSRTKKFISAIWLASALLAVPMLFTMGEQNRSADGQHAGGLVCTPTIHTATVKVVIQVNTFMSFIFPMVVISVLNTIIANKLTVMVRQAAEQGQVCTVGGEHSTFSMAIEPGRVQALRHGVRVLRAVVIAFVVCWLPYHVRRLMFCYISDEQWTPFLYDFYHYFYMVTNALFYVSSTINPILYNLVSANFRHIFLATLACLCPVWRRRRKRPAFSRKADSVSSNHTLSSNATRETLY
RSV CPE inhibition – RSV antiviral activity via CPE protection, HEp-2 cells, primary 10 µM value included (AID 2391) | HEp-2 cells, RSV-induced CPE inhibition; higher % means a stronger effect | CPE inhibition, % at 10 µM; hits with a dose series show IC50 in µM | actives 0.13% (n = 310,000); in the data active = a potency from the dose series; inconclusive = CPE inhibition mostly from about 23% at the one dose, without a potency; inactive = the rest, 99 in 100 with CPE inhibition below about 21%; note: strong numbers were not always called active
AID2073 – disruptors of CaV2.2 binding to Mint1 – biochemical, HTRF (AID 2073). inhibition, % at 20 µM; hits with a dose series show IC50 in µM. actives 0.19% (n = 290,000). HTRF protein-protein interaction, Mint1-CaV2.2; higher % means a stronger effect; in the data active = inhibition mostly above about 51%, no sharp cut-off; inconclusive = no clear call, values can overlap the other calls; inactive = mostly below about 53%; note: some results filed as inactive read as strong as hits
Autophagy mod – autophagy modulation, high-content screen | AID 463193 | actives 0.98% (n = 190,000) | calls only at 10 µM (by protocol) | MEF GFP-LC3 puncta imaging; test concentration mostly 10 µM;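 active = percentage of spot-positive cells more than 3 SD above its plate mean, without a fluorescence outlier flag or 80% toxicity; inconclusive = no clear call, values can overlap the other calls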;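 note: spot-positive cell cutoff set from DMSO-treated cells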
GPR35 arrestin U2OS – GPR35 antagonists blocking zaprinast-driven arrestin recruitment, primary screen, imaging, U2OS, beta-arrestin-GFP, zaprinast agonist (AID 2058); U2OS GPR35 beta-arrestin-GFP translocation imaging, zaprinast antagonism; higher % means a stronger effect; one-dose inhibition, % at 10 µM; IC50 in µM for titrated hits; actives 0.052% (n = 290,000);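 active = inhibition of at least 50% with at least 30 cells and total cytoplasm GFP at most 10,000,000; inconclusive = under 30 cells or total GFP of 10,000,000 plus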
WT yeast gro inh – growth inhibition of WT yeast, mitochondrial fusion screen | mitochondrial fusion phenotypic screen, WT strain | inhibition, % at 10 µM | actives 2.1% (n = 190,000) | AID 1362; in the data active = inhibition above about 58%; tested in S. cerevisiae
Dengue-2 NS5 capping – Dengue-2 NS5 methyltransferase inhibitors, primary screen, biochemical, confirmation dose response (AID 588689); Dengue-2 NS5 methyltransferase capping enzyme assay, biochemical; higher % means a stronger effect; inhibition, % at 25 µM; hits with a dose series show IC50 in µM; actives 0.3% (n = 340,000); in the data active = a potency from the dose series; inconclusive = inhibition above about 29% without an active follow-up result
K1F lysis inhibition – inhibition of K1F phage lysis, E. coli UTI89, bacterial capsule biogenesis inhibitors, alamar blue (AID 488966); E. coli UTI89 K1F phage lysis, alamar blue, 2 h; higher % means a stronger effect; inhibition, % at 100 µM, or IC50 in µM where a hit was titrated; actives 0.02% (n = 340,000);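 active = phage lysis inhibition, versus mean bacterial control, above a set limit; inconclusive = no clear call, values can overlap the other calls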;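 note: capsule biogenesis inhibitors block K1F phage lysis so surviving cells raise fluorescence; higher fluorescence means more inhibition of phage lysis; actives were called in the ten point dose series up to 300 µM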
WT yeast gro inh mutant strain – second read-out of WT yeast gro inh, no call of its own (marks repeat the call); inhibition, %; mitochondrial fusion phenotypic screen, mutant strain inhibition
Autophagy mod cell loss 18 h – also measured in Autophagy mod; calls as there; toxicity, %; measured here: cell loss, nuclei count;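 cell loss after 18 h compound exposure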
NTR1 ag cell count 20 µM – recorded beside NTR1 ag, whose call it bears; cell count; measured here: cell count, cytotoxicity flag
Dengue-2 NS5 capping pilot replicate – further read-out of Dengue-2 NS5 capping, marked with its call; inhibition, %; measured here: pilot screen replicate inhibition
Numbers without * were called inactive; i = inactive; ? = inconclusive; . = not tested or not shown; [ ] = another dose, or the depositor's remark.

SMILES	LYP inhibition	NTR1 ag	NTR1 ag cell count 20 µM	RSV CPE inhibition	AID2073	Autophagy mod	Autophagy mod cell loss 18 h	GPR35 arrestin U2OS	WT yeast gro inh	WT yeast gro inh mutant strain	Dengue-2 NS5 capping	K1F lysis inhibition	others
O=C(CCN1C(=O)c2ccccc2C1=O)C1=NN[C@@H]2C(=O)N(c3cccc(Cl)c3)C(=O)[C@H]12	-2%	-0.2	39	2.2%	-6%	i	5	-3%	1	4	-4%	14%
CC(C)=CC(=O)N1CC[C@@H](N2CCN(c3ccccc3F)CC2)[C@H](O)C1	-4%	0.2	54	0.5%	0%	.	.	-6%	.	.	-8%	0.0%	Dengue-2 NS5 capping pilot replicate=-1.5
Cc1c(Cl)c([N+](=O)[O-])nn1Cc1ccc(C(=O)N/N=C\c2cc(Cl)ccc2O)o1	6%	4.8	56	6.3%	11%	i	40	-17%	-58	-7	3%	-0.6%
CC1(C)CC(=O)c2c(oc3ccc(NS(=O)(=O)c4cccc5cccnc45)cc23)C1	-4%	-0.2	39	0.9%	1%	i	7	-6%	19	6	1%	0.9%
COCC(=O)Nc1c(I)c(C(=O)NCC(O)CO)c(I)c(C(=O)N(C)CC(O)CO)c1I (centres undefined)	.	0.3	63	1.4%	.	.	.	.	.	.	-3%	4.7%
COCCCNC(=O)c1cccc(OC)c1OC	-2%	2.0	58	0.9%	5%	i	-5	10%	8	-6	6%	4.0%
CCCCc1nnc(NC(=O)c2oc3ccc(OC)cc3c2C)s1	.	2.3	60	1.6%	.	.	.	.	.	.	-9%	-0.2%[50 µM]
Cc1sc(NC(=O)C2CCCCC2C(=O)O)c(C(N)=O)c1C (centres undefined)	-11%	2.9	49	-1.6%	8%	i	0	10%	39	17	-1%	-4.3%
Cc1nn(C)c(C)c1C(C)NC(=O)c1cc(COc2ccc(F)c(F)c2)on1 (centres undefined)	-3%	-1.2	59	0.3%	6%	.	.	5%	.	.	-4%	0.0%
COCCCNCCOCCOc1ccc(Cl)cc1Br	1%	-0.2	35	-0.6%	2%	i	4	-2%	7	18	-5%	0.7%[50 µM]
COc1ccc(CCNC(=O)Cn2c(=O)n(-c3ccc(F)cc3F)c(=O)c3sccc32)cc1OC	-4%	0.8	63	1.4%	-3%	i	2	3%	-9	7	-17%	0.1%
CCOC(=O)C1CCN(C(=O)C2(NC(=O)Nc3ccccc3Cl)CCCCC2)CC1	-4%	-1.7	107	-0.6%	1%	i	1	-13%	14	15	-8%	3.6%
O=C(Nc1ccccn1)c1ccc2c(c1)OCCO2	-3%	0.3	49	0.4%	-7%	i	-5	5%	15	18	3%	i
O=C(COC(=O)C1=Cc2ccccc2OC1)NC1CCCC1	-8%	-0.5	37	0.7%	8%	i	18	-3%	8	19	-2%	0.8%[50 µM]
c1ccc(-n2c(Cc3cccnc3)nc3cnccc32)cc1	.	0.2	75	1.8%	.	i	3	.	.	.	5%	0.5%
O=C(CSc1nc2ccccc2c(=O)n1-c1ccc(Cl)cc1)N/N=C/C=C/c1ccccc1[N+](=O)[O-]	8%	3.4	58	0.2%	20%	i	-3	-6%	0	14	-10%	2.0%[50 µM]
CCOc1ccc(CN2C(=O)CCC2(C)C(=O)NCc2cccnc2)cc1 (centres undefined)	-4%	-1.0	80	0.2%	-2%	i	8	19%	-4	-3	-6%	-0.1%
CC(C)CCNC(=O)CN(C(=O)CCC(=O)Nc1nccs1)C1CCCCC1	-10%	-1.6	50	1.9%	-11%	.	.	-7%	.	.	-7%	0.1%
CC(=O)c1cn(CC(=O)Nc2ccc(C)c(C)c2)c2ccccc12	-4%	0.9	55	2.9%	48%	i	11	-4%	-2	-9	-6%	0.3%
CCC(C)(C(=O)NC1CCCCC1)N(C(=O)CNC(C)=O)c1c(C)n(C)n(-c2ccccc2)c1=O (centres undefined)	1%	-0.5	77	1.9%	3%	i	-31	5%	-9	12	0%	0.5%
Cc1cc(C)nc(SCc2nnc(SCC(=O)Nc3ccc(C)c(C)c3)o2)n1	-2%	-1.1	68	0.2%	-6%	i	-4	7%	-2	0	1%	0.1%
CNc1ccccc1C(=O)OCC(=O)N1CCN(c2ccc(OC)cc2)CC1	-9%	-0.3	62	11%	6%	.	.	1%	.	.	-4%	0.2%
CCCCN(C(=S)Nc1ccccc1)C1CCS(=O)(=O)C1 (centres undefined)	-6%	0.0	38	-1.0%	-24%	i	4	14%	-15	-2	-1%	-0.9%
COC(=O)[C@@]1(Cc2ccc(F)cc2)[C@H]2c3cc(C(=O)N(C)C)n(Cc4ccc(OC(F)(F)F)cc4)c3C[C@H]2CN1C(=O)c1ccccc1	9%	4.4	101	-3.1%	9%	i	-7	-6%	30	-6	.	.
O=C(NCc1ccc2c(c1)OCO2)c1ccc(Cl)c(S(=O)(=O)NCc2ccccc2)c1	-4%	-1.6	67	3.1%	3%	i	12	-18%	-8	-7	-8%	-0.5%

Fetched one by one from above (2):
SMILES	LYP inhibition	NTR1 ag	NTR1 ag cell count 20 µM	RSV CPE inhibition	AID2073	Autophagy mod	Autophagy mod cell loss 18 h	GPR35 arrestin U2OS	WT yeast gro inh	WT yeast gro inh mutant strain	Dengue-2 NS5 capping	K1F lysis inhibition	others
Cc1c(Cl)c([N+](=O)[O-])nn1Cc1ccc(C(=O)N/N=C\c2cc(Cl)ccc2O)o1	6%	4.8	56	6.3%	11%	i	40	-17%	-58	-7	3%	-0.6%
CC(=O)c1cn(CC(=O)Nc2ccc(C)c(C)c2)c2ccccc12	-4%	0.9	55	2.9%	48%	i	11	-4%	-2	-9	-6%	0.3%

Additional records:
SMILES	LYP inhibition	NTR1 ag	NTR1 ag cell count 20 µM	RSV CPE inhibition	AID2073	Autophagy mod	Autophagy mod cell loss 18 h	GPR35 arrestin U2OS	WT yeast gro inh	WT yeast gro inh mutant strain	Dengue-2 NS5 capping	K1F lysis inhibition	others
CNc1nc2cc([N+](=O)[O-])c([N+](=O)[O-])cc2nc1NC	-4%	.	.	8.1%	35%	i	11	-1%	4	5	-3%	1.1%[50 µM]
CCc1ccc(C(=O)c2cc3ccc(O)cc3oc2=O)cc1	-3%	2.6	64	5.1%	9%	.	.	-6%	.	.	-2%	0.0%
CC(=O)NC(c1ccc(Cl)cc1)c1c(O)ccc2ccc(O)cc12 (centres undefined)	0%	-1.0	40	1.2%	4%	i	2	-17%	-12	11	-2%	-1.5%
O=C(NCc1ccccn1)c1cccc(NS(=O)(=O)c2cccc(F)c2)c1	-4%	0.4	75	1.8%	-1%	i	-3	-9%	-19	7	6%	0.8%[50 µM]
Cc1ccc(C)c(NC2CCCCC2NS(=O)(=O)c2ccccc2)c1 (centres undefined)	-4%	8.4	61	13%	5%	.	.	-1%	.	.	-3%	0.0%
O=C(NC1CCCCC1)[C@@H]1CSC2c3ccccc3C(=O)N21 (some centres undefined)	-13%	2.2	67	1.8%	3%	.	.	18%	.	.	-1%	0.0%
Cc1ccc(S(=O)(=O)CCC(O)c2ccc(Cl)cc2)cc1 (centres undefined)	-9%	2.0	67	2.4%	16%	.	.	13%	.	.	-1%	-0.1%
COc1cccc(/C=N/NC(=O)CNC(=O)C(c2ccccc2)c2ccccc2)c1O	-1%	0.7	53	10.0%	17%	.	.	4%	.	.	-3%	-1.8%
CCOC(=O)C(C(=O)OCC)C(CC(=O)C1CC1)c1ccccc1 (centres undefined)	3%	-1.5	53	1.9%	2%	i	-11	16%	-7	8	-10%	0.0%
COC(=O)c1cc(NC(=O)c2ccoc2C)cc(C(=O)OC)c1	-9%	-0.6	103	1.1%	-5%	i	21	11%	-3	-17	-11%	-0.3%
COc1cc(-c2noc(C)c2C#CCO)cc(OC)c1OC	-7%	-0.3	50	-1.4%	12%	.	.	-2%	.	.	5%	-0.5%
CCOC(=O)CN1N=C(c2ccc(Cl)cc2)CCC1=O	-2%	1.1	91	2.0%	-4%	.	.	0%	.	.	3%	0.0%
O=C(CN1CCOCC1)Nc1cccc(S(=O)(=O)N2CCCCCC2)c1	-10%	2.6	58	0.7%	-6%	i	11	-10%	17	-20	-2%	0.2%
CC(=O)N1CCC(=NNc2ccc(S(N)(=O)=O)cc2[N+](=O)[O-])CC1	0%	3.0	71	-0.7%	36%	.	.	17%	.	.	6%	0.2%
CC(=O)N1c2ccc(S(=O)(=O)N3CCC(C(=O)Nc4cccc(Cl)c4)CC3)cc2CC1C (centres undefined)	-1%	0.8	63	3.3%	-9%	.	.	-7%	.	.	-6%	0.2%
O=C(COC(=O)c1nc(Cl)ccc1Cl)NCc1ccccc1	-8%	-2.4	98	2.5%	10%	i	9	-6%	3	6	-6%	0.2%
CCOc1ccc(CN2CCN(C/C=C/c3ccc(OC)cc3)CC2CCO)cc1 (centres undefined)	5%	0.9	44	0.5%	7%	i	-5	-7%	-9	-6	-9%	0.0%
CCNC(=O)[C@H]1O[C@@H](n2cnc3c(N)nc(NCCc4ccc(CCC(=O)O)cc4)nc32)[C@H](O)[C@@H]1O	2%	1.1	51	-0.4%	16%	.	.	1%	.	.	-6%	1.2%
COC(=O)C1=C(C(=O)OC)SC2(S1)C(C(=O)OC)=C(C(=O)OC)SC1=C2c2cc(C)ccc2NC1(C)C	3%	6.8	64	1.4%	-33%	i	-1	0%	32	24	6%	6.0%
NC(=O)NCC12CC3CC(CC(C3)C1)C2	-4%	0.2	58	2.0%	0%	i	6	1%	-13	-4	2%	1.8%
Cc1ccccc1Nc1nc(-c2cccnc2)cs1	-7%	1.8	68	20%	-5%	.	.	3%	.	.	-7%	0.1%	Dengue-2 NS5 capping pilot replicate=1.2
COc1ccc(-c2cc(=O)oc3cc(OCC(=O)Nc4ccccn4)ccc23)cc1	-16%	8.6	55	0.4%	29%	.	.	6%	.	.	5%	0.1%
O=C(CSc1nc2ccccc2o1)NCc1ccc2c(c1)OCO2	3%	2.3	50	1.4%	-8%	.	.	3%	5	4	-3%	-3.1%
Cn1c(=O)c(C(=O)COc2ccc(C#N)cc2)c(N)n(Cc2ccccc2)c1=O	-4%	5.6	63	-1.3%	?	i	16	3%	-5	4	-8%	0.4%
c1ccc2c(c1)CC/C2=N/Nc1nc2ccccc2[nH]1	0%	0.2	54	0.5%	-14%	i	4	6%	77*	56*	3%	0.6%
Cc1ccccc1NC(=S)N(CCCN1CCCCC1)Cc1ccco1	-1%	1.3	75	-0.1%	-18%	i	-5	-10%	4	8	1%	0.3%
Cc1ccnc(NS(=O)(=O)c2ccc(Cl)nc2)c1	-7%	-1.8	64	0.8%	-7%	.	.	22%	.	.	0%	0.6%[50 µM]
CC1(C)CN(c2ccc(CC#N)cc2)C1=O	-5%	0.4	46	0.9%	-5%	i	1	-9%	-12	-16	-3%	0.4%
Cc1occc1C(=O)NC(C)C12CC3CC(CC(C3)C1)C2 (centres undefined)	-3%	0.6	68	-2.4%	1%	i	-11	13%	75	86	-5%	1.9%

Bioassay records from PubChem.
